# Bioassay records deposited in PubChem BioAssay by several laboratories.
# Shn3 inh set2: reduction of Shn3 3'UTR firefly luciferase signal, primary screen, Schnurri-3 inhibitor project, cell-based, Clone20 osteoblasts, set 2. Clone20 osteoblast Shn3 3'UTR firefly luciferase, 24 h. inhibition, % at 12.5 µM. 360,000 tested, 0.52% active. AID 588674, 2011;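 active = mean inhibition of at least 75% with every replicate also reaching 75%; inconclusive = mean inhibition at least 75% but some replicate below; inactive = mean inhibition below 75%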;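 note: 0% = median of neutral control wells and 100% = pilot-screen positive control compound; some compounds past the cut are filed as inactive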
# NR2E3 ag-1: NR2E3 agonists in two-hybrid cells, primary screen, cell-based, luminescence, CHO-S, Gal4-NCOR/VP16-NR2E3. Photoreceptor-specific nuclear receptor (Homo sapiens), Q9Y5X4. luciferase. inhibition of corepressor binding, % at 3.98 µM. 360,000 tested, 0.35% active. AID 602229, 2012;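 active = inhibition above the mean of all tested compounds plus 3 SD, cut at about 70% in these data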;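 note: 0% = DMSO with NR2E3 transfected cells and 100% = cells lacking NR2E3 construct; higher means lower luciferase signal from less NR2E3 corepressor binding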
# Target sequence (Q9Y5X4 whole entry, looked up, the tested form may be a part): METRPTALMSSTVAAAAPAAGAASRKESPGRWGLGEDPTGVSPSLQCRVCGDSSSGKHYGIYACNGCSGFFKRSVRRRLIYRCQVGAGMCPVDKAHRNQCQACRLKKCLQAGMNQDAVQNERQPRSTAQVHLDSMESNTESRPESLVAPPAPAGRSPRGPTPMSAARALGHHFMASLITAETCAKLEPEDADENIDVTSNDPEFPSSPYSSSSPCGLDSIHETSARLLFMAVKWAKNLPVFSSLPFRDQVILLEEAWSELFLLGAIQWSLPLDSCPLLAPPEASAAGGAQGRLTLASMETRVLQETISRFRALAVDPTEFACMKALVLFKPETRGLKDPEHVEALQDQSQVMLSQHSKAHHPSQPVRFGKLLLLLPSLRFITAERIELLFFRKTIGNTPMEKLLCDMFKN
# Peg3 prom inh: Peg3 promoter-driven luciferase inhibitors, primary screen, cell-based, HeLa, luciferase luminescence. AID 588405, 2011. 360,000 tested, 1.7% active. HeLa PEG-Prom luciferase reporter, overnight. inhibition, % at 20 µM;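 active = inhibition of at least 50% at 20 µM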
# CaV13 FRET inh: Disruptors of the CACNA1D IQ motif to Ca2+-dependent inactivation inhibitor domain association, primary screening, Förster resonance energy transfer in intact living …; HEK cells, CFP/YFP FRET ICDI-IQ, plate reader, 10 min; percent FRET-ratio fall versus neutral wells; inhibition, % at 12.3 µM; 340,000 tested, 0.098% active; AID 743397;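 active = mean replicate inhibition of at least 30% and at least 1% of replicates passing that level; inconclusive = only one of the two criteria is met; inactive = neither criterion is met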;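 note: 0% = median of the neutral control wells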
# Vif imaging: HIV Vif self-association inhibitors, primary screen, imaging, HEK293T, single point | HEK293T cells, Vif self-association by quenched fluorescence, 24 h | inhibition, % at 7.49 µM | 340,000 tested, 0.35% active; in the data active = inhibition above about 50%, passing the limit was not always enough; inconclusive = no clear call, values can overlap the other calls; inactive = below about 31%; note: some results filed as inactive read as strong as hits
# NR2E3 ag-2: inhibitors of NR2E3-RetCOR corepressor binding, primary screen, NR2E3 agonist project, biochemical, TR-FRET, GST-NR2E3, biotin-RetCOR; 1536-well; 320,000 tested, 0.12% active; AID 2300, 2010; inhibition of corepressor binding, % at 4.78 µM; Photoreceptor-specific nuclear receptor (Homo sapiens), Q9Y5X4;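 active = percent inhibition above the cutoff of mean plus 3 SD of all tested compounds, set per screening campaign, cut at about 20% in these data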;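 note: 0% = DMSO wells and 100% = biotin wells as full block of FRET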
#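 Test system – NR2E3–RetCOR corepressor complex · Quantity – NR2E3 fusion 1.35 nM · Buffer or medium – Tris pH 7.5 · Incubation – Compound–protein incubation for 5 h at 4 °C · Technique – TR-FRET, Eu(K)-anti-GST donor, streptavidin-D2 acceptor, ex 340, em 617/671 nm · Evaluation – percent inhibition of 671/617 nm emission ratio versus biotin and DMSO controls · Plate – 1536-well format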
# TRPM1 prom inh: inhibitors of MITF-dependent TRPM1 promoter reporter, primary screen, cell-based, SK-MEL-5, single point, luciferase. SK-MEL-5 TRPM1 promoter luciferase, 24 h. inhibition, % at 12.5 µM. 330,000 tested, 0.83% active. AID 488899, 2010;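 active = mean inhibition across replicates of 60% or more, whatever share of single replicates reaches that level; inconclusive = some that reach 60%, reason not given; inactive = mean inhibition across replicates below 60%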; note: values of inactives mirror those of a sister screen read the other way
# CF NFkB block: inhibitors of PAF-induced NF-kB signaling, primary screen, cell-based, GFP fluorescence, uHTS; AID 588850, 2011; 360,000 tested, 0.86% active; inhibition, % at 5 µM; KKLEB NF-kB-GFP reporter, GFP fluorescence overnight;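 active = at least 50% inhibition at 5 µM, scaled per plate between neutral and stimulator controls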;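 note: PAF is a Pseudomonas aeruginosa culture filtrate used as stimulus; plate controls were PAF-stimulated DMSO wells for no effect and unstimulated DMSO wells for full effect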
# KKLEB cytotox: cytotoxicity in KKLEB CF airway cells, primary screen, cytotoxicity control for CF NF-kB inhibitor project, cell-based, uHTS, fluorescence assay plates | AID 602141, 2011 | 360,000 tested, 0.36% active | KKLEB CF airway cells viability, ATPlite luminescence, overnight; stronger effect = lower value; cells stimulated with P. aeruginosa culture filtrate | activity change (cytotoxicity), % at 5 µM;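 active = corrected activity change at or below -50% at 5 µM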
# HIF-2a inh: HIF-2a reporter inhibitors, primary screen, luminescence, 786-0 RCC cells; 786-0 RCC cells HIF-2a reporter, luciferase luminescence, overnight; inhibition, % at 18.8 µM; 360,000 tested, 0.72% active; AID 624352, 2012;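 active = inhibition of the luminescence signal of 40% or more relative to plate controls, in a single-dose primary screen at 18.75 µM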
# PDI inh: inhibitors of human PDI, primary screen, biochemical, turbidity, single point, plate reader; Protein disulfide-isomerase (Homo sapiens), P07237; inhibition, % at 10 µM; 350,000 tested, 0.052% active; PDI insulin aggregation turbidity, A650, 90 min;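 active = mean inhibition across replicates of 30% or more, whatever share of single replicates reach that level; inconclusive = mean inhibition below 30% while every single replicate reaches 30%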;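 note: absorbance from insulin aggregation driven by PDI reduction with DTT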
# Target sequence (P07237 whole entry, looked up): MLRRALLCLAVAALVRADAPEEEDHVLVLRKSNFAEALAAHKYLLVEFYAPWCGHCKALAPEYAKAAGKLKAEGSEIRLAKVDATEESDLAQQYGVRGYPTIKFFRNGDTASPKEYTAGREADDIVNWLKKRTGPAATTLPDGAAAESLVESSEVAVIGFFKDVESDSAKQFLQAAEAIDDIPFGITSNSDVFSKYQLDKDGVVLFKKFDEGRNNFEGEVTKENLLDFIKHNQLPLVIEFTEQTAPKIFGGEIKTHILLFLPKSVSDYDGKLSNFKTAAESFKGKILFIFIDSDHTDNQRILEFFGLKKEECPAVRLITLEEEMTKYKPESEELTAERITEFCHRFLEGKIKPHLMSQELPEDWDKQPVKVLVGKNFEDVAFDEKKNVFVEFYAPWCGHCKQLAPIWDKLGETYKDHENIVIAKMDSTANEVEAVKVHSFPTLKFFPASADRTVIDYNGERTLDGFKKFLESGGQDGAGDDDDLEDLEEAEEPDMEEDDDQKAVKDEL
# The depositor's hits bear a star; ? = inconclusive; . = not tested or not shown. The order is random; 3.3% or so of the library scored in one or more.
SMILES,Shn3 inh set2,NR2E3 ag-1,Peg3 prom inh,CaV13 FRET inh,Vif imaging,NR2E3 ag-2,TRPM1 prom inh,CF NFkB block,KKLEB cytotox,HIF-2a inh,PDI inh
COc1ccc(OC)c(NC(=O)COC(=O)CCCN2C(=O)c3ccccc3C2=O)c1,16,-8,6,-3,-24,-1,12,4,-9,18,0
COc1ccc(NC(=S)N2CCC(c3nc4ccccc4o3)CC2)c(OC)c1,-4,-15,-9,6,1,-1,-14,10,-2,-6,0
Cc1nc2ncnn2c(C)c1Cc1cccc(C(F)(F)F)c1,22,7,12,3,-5,1,0,4,2,30,-3
N#Cc1ccc(-c2nc3ccc(Br)cn3c2Cc2ccsc2)cc1,-15,5,-71,-5,.,.,.,-21,-2,-153,.
CC(C)C(=O)Nc1cccc(C(=O)Nc2nnc(C(C)(C)C)s2)c1,1,-11,-60,-5,2,3,-4,-18,-2,-82,0
COc1ccccc1NC(=O)COc1ccccc1C(=O)Nc1ccccc1,-2,3,19,-2,-8,-1,5,-12,4,6,0
O=C(O)COc1ccccc1/C=N/NC(=O)Cc1csc(Nc2cccc(C(F)(F)F)c2)n1,-5,19,3,0,1,-6,6,1,12,7,-2
O=S(=O)(Nc1nc2ccccc2nc1NCC1CCCO1)c1ccc(F)cc1 (configuration not stated),35,2,23,-15,0,4,2,4,-1,12,-8
COc1ccccc1CNC(=O)C(CCSC)NS(=O)(=O)c1ccc2c(c1)oc(=O)n2C (configuration not stated),-3,-10,-1,-3,4,0,-2,6,0,10,-6
O=C(CCCN1CCN(c2ccccc2)CC1)c1ccc(F)cc1,1,18,-10,-6,12,.,.,-12,2,-10,5
Cc1cc(C)nc(SCC(=O)c2ccc3c(c2)OCCO3)n1,7,-20,-39,-9,-9,5,-31,7,-7,-26,6
CC(C)c1ccccc1OCC(=O)NCC(c1cccs1)N1CCOCC1 (configuration not stated),15,-7,22,.,-10,-1,16,16,-7,17,9
O=[N+]([O-])c1cccnc1NCCc1c[nH]c2ccccc12,-51,-119,-285,-7,-6,-3,-56,-12,6,-380,-3
COC(=O)c1cc(NC(=O)c2cc(C)oc2C)cc(C(=O)OC)c1,-5,-12,-1,17,5,4,4,-10,-3,2,4
O=C(NCCCN1CCN(CCCNC(=O)c2cccc(Cl)c2)CC1)c1cccc(Cl)c1,27,4,0,-2,12,0,2,1,0,17,-10
COCCCNC(CC(=O)Nc1cc(C)cc(C)c1)C(=O)O (configuration not stated),-1,-1,-6,-2,2,1,-8,12,-6,2,-3
CC(=O)Nc1ccc(S(=O)(=O)NC2CCCCCC2)cc1,13,3,-15,-3,-10,0,10,7,-1,20,4
O=C1CC2(CCN(C(=O)COc3ccccc3)CC2)Oc2ccccc21,3,13,21,-2,0,0,-1,24,-10,29,-3
COc1cc(OC)cc(C(=O)NNC(=S)NC2CC2)c1,-4,-6,0,-5,-2,-4,13,-3,7,-4,7
COc1ccc(CC(NC(C)=O)C(=O)NC2CCN(c3nc(C)cc(C)c3C#N)CC2)c(OC)c1 (configuration not stated),27,-4,16,-5,.,5,2,6,-1,18,1
COc1ccc(C(C)=O)cc1CC1(C)C(=O)Nc2ccc(-c3ccccc3OC)cc21 (configuration not stated),-7,1,14,-5,-10,.,.,3,-4,3,0
O=C(CSc1ccsc1[N+](=O)[O-])N1CCN(c2ccccc2)CC1,0,-20,-12,-5,.,0,2,4,-14,-2,3
O=C(CCCCCNS(=O)(=O)c1ccc(Br)cc1)NCCN1CCOCC1,17,-3,15,-8,.,1,2,9,9,5,2
NC(=O)c1ccc[n+](Cc2ccccc2)c1,-2,-3,-9,-9,1,-4,9,12,-1,8,-6
COCCNC(=O)CSc1nc2ccccc2c(=O)n1CCC(=O)N1CCN(c2ccccc2)CC1,8,-5,10,8,-1,-1,-9,-12,26,18,-1
# Additional structures:
SMILES,Shn3 inh set2,NR2E3 ag-1,Peg3 prom inh,CaV13 FRET inh,Vif imaging,NR2E3 ag-2,TRPM1 prom inh,CF NFkB block,KKLEB cytotox,HIF-2a inh,PDI inh
CC(C)Cn1c(=O)c2ccccc2n2c(CCC(=O)NCc3ccccn3)nnc12,-11,-31,10,-4,-5,2,-5,-9,-6,9,1
CCC(=O)N/C(N)=N/c1nc(C)c2cc(OC)ccc2n1,-34,-76,-169,-6,13,1,-68,-44,-10,-270,11
Clc1ccccc1COc1ccc(/C=N/n2cnnc2)cc1,-7,-94,-83,-5,5,2,-3,-18,9,-25,3
COc1cccc(NC(=O)Cn2c(=O)oc3ccccc32)c1,-20,1,-9,-8,-1,2,-4,-4,5,18,1
COc1ccc(/C(C)=N/NC(=O)c2ccc(N(C)C)cc2)cc1,-39,-45,-4,.,21,3,-10,14,-10,-5,5
NC(=O)CSc1nnc(-c2cccc(S(=O)(=O)N3CCCCC3)c2)o1,8,-12,-2,-3,3,-1,-2,-5,2,7,10
CC1(C)CC(CC(=O)O)(c2ccccc2)CCO1 (configuration not stated),-3,-22,7,-7,4,3,5,-3,-6,14,-3
CCNC(=O)/C(C#N)=C/c1c(N2CCN(Cc3ccc4c(c3)OCO4)CC2)nc2c(C)cccn2c1=O,7,12,2,-1,-6,0,17,-15,4,23,1
O=C(NCc1ccccc1F)C1CCN(C(=O)Nc2ccc(F)cc2)CC1,10,4,2,-5,14,2,0,-4,1,16,0
O=C(NCc1cccnc1)c1ccc2c(c1)N(Cc1ccccc1)CCS2,12,-31,11,-5,-8,-1,3,8,-5,-18,-3
CCO[C@@H]1OC(C(N)=O)=C[C@H](c2ccc(Br)cc2)[C@H]1CCCO,-15,5,9,-1,-9,-1,3,-36,4,13,5
CC1(C)CC(=O)C=C(Nc2ccccc2F)C1,-1,8,13,-2,1,4,-10,2,0,11,-7
Fc1c(F)c(F)c(/C=N/NC(=S)Nc2cccnc2)c(F)c1F,6,-19,101*,-5,-9,1,5,37,-17,20,1
Cc1ccc(CC(=O)Nc2cccnc2)cc1,-1,-1,10,3,-9,2,3,5,-6,8,6
CC1=NNC(=O)C1CC(=O)N/N=C(\C)c1cccs1 (configuration not stated),-15,-9,3,2,5,-1,7,14,6,19,-4
CC(C)(C)c1ccc(C(=O)Oc2ccccc2CCC(=O)O)cc1,6,13,-12,-5,8,-1,.,-5,0,-5,0
O=C(CN1C(=O)CCS(=O)(=O)c2ccccc21)NCc1ccc(F)cc1,-7,-9,2,.,.,2,30,10,-2,7,-1
Cc1ccc(S(=O)(=O)Nc2ccc(Br)cc2/C=N/n2cnnc2)cc1,-18,-2,19,.,-4,3,7,25,9,-17,1
CCCCCN(C(=O)COC(=O)Cc1c(C)nc2ccccc2c1C)c1c(N)n(CCCC)c(=O)[nH]c1=O,-19,-12,-2,.,6,2,2,9,-7,0,3
Cc1ccccc1OC1C(=O)N(Cc2ccc3c(c2)OCO3)C1c1sccc1C (configuration not stated),71,-16,34,-8,-16,-5,5,13,2,-9,-14
COc1ccc(S(=O)(=O)N2c3ccccc3OCC2CC(=O)O)cc1 (configuration not stated),2,0,15,-14,-2,-2,14,1,1,26,2
O=C(Cn1ncc2c([nH]c3ccccc32)c1=O)N1CCOCC1,4,-32,4,-7,-4,4,6,9,-8,19,2
O=C(NCc1ccco1)c1ccc(-c2cccc(Cl)c2)o1,-28,-52,-237,-6,4,0,-17,-21,9,-297,1
Cc1cc(C)nc(SCC(=O)N/N=C/c2cccn2-c2cccc(C(F)(F)F)c2)n1,23,3,19,-4,-4,3,6,-9,10,11,-9
CCOP(=O)(c1ccc(N(C)C)cc1)C(O)c1ccccc1 (configuration not stated),12,8,7,-8,5,-2,0,5,11,16,4

# Single records, from the list above. Screens in order: Shn3 inh set2	NR2E3 ag-1	Peg3 prom inh	CaV13 FRET inh	Vif imaging	NR2E3 ag-2	TRPM1 prom inh	CF NFkB block	KKLEB cytotox	HIF-2a inh	PDI inh
# COc1ccc(S(=O)(=O)N2c3ccccc3OCC2CC(=O)O)cc1 (configuration not stated) is listed with 2	0	15	-14	-2	-2	14	1	1	26	2
# CCNC(=O)/C(C#N)=C/c1c(N2CCN(Cc3ccc4c(c3)OCO4)CC2)nc2c(C)cccn2c1=O is listed with 7	12	2	-1	-6	0	17	-15	4	23	1

# Following part:
SMILES,Shn3 inh set2,NR2E3 ag-1,Peg3 prom inh,CaV13 FRET inh,Vif imaging,NR2E3 ag-2,TRPM1 prom inh,CF NFkB block,KKLEB cytotox,HIF-2a inh,PDI inh
Cc1ccc(C)c(NS(=O)(=O)c2cc(C(=O)Nc3ccccc3-c3ccccc3)ccc2Cl)c1,20,31,30,-7,-11,3,-4,-1,-3,10,-6
Cc1cnc(C(=O)Nc2ccc(-n3cnnn3)cc2)cn1,-15,-11,-24,-4,11,1,-13,-12,8,-53,0
CCN(CC)c1ccc(/C=N/NC(=O)Nc2ccccc2)cc1,-51,-80,-217,-7,-3,-5,-49,-10,-10,-300,0
CCC(C)Sc1nnc(CSc2nc3nc(C)cc(C)n3n2)o1 (configuration not stated),13,-3,2,-11,?,4,-6,28,5,16,3
Cc1nc(C(F)(F)F)ccc1C(=O)N1CCCC(C(=O)O)CC1 (configuration not stated),-2,7,-5,-4,18,.,.,-6,9,16,0
O=C(NCCC1=CCCCC1)C1CCN(S(=O)(=O)c2ccc(-n3cnnn3)cc2)CC1,1,5,7,.,-14,.,1,7,-12,11,-11
CCOc1ccccc1CNC(CC)CO (configuration not stated),-27,5,8,-17,3,-1,14,9,-2,19,-2

# 5 entries out of the list above, arranged by the number in TRPM1 prom inh, high to low:
SMILES | TRPM1 prom inh
COc1ccc(OC)c(NC(=O)COC(=O)CCCN2C(=O)c3ccccc3C2=O)c1 | 12
CCO[C@@H]1OC(C(N)=O)=C[C@H](c2ccc(Br)cc2)[C@H]1CCCO | 3
O=C(CCCCCNS(=O)(=O)c1ccc(Br)cc1)NCCN1CCOCC1 | 2
Cc1nc2ncnn2c(C)c1Cc1cccc(C(F)(F)F)c1 | 0
O=C(NCc1ccco1)c1ccc(-c2cccc(Cl)c2)o1 | -17
